MITF inh: blocks human microphthalmia-associated transcription factor; inhibition, % at 2.6 µM; AID 1259374; 650,000 tested, 0.91% active; O75030; AlphaScreen MITF homodimerization, bead proximity signal; in the data active means inhibition above about 50%;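 further: 0% = vehicle wells with protein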
Target sequence (O75030 whole entry, looked up): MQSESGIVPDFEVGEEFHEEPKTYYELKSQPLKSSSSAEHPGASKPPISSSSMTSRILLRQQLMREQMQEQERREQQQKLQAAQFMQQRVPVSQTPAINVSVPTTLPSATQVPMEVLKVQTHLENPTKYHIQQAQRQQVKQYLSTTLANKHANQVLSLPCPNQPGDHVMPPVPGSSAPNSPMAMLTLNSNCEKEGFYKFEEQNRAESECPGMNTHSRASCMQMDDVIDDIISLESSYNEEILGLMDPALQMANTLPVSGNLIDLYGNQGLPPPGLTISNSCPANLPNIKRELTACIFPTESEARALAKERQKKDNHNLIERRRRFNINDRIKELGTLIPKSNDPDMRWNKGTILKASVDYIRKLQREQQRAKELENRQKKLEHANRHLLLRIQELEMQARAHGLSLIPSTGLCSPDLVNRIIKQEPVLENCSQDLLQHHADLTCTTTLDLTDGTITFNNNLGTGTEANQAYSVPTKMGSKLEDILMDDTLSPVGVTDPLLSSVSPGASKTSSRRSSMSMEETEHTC
GPR151 ag: activates the human receptor GPR151 | activation, % at 11.2 µM | Q8TDV0 | PathHunter beta-arrestin GPR151 cells, luminescence | 650,000 tested, 1% active; in the data active means activation above about 4.9%;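 further: 0% = median of compound wells and 100% = cells with positive control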
Target sequence (Q8TDV0 whole entry, looked up): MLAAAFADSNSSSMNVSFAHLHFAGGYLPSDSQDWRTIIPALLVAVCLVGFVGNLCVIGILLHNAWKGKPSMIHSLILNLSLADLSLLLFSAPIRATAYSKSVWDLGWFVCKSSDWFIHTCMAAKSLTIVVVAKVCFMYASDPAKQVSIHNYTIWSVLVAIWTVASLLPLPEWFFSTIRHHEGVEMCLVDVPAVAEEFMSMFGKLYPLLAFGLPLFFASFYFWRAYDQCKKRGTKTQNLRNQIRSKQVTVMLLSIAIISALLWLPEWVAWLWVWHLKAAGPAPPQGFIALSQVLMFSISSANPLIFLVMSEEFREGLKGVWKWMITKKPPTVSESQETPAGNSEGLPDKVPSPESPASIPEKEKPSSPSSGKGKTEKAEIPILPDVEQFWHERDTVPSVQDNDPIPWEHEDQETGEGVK
TEAD-YAP inh: TEAD-YAP interaction inhibition. HEK-TIYL cells, TEAD-Gal4/YAP UAS-luciferase luminescence. inhibition, % at 9.12 µM. 640,000 tested, 1.4% active; in the data active means inhibition above about 32%;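 further: 0% = median of test compound wells and 100% = reference inhibitor wells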
FBW7 act: human FBW7 E3 ligase activation, primary screen | 650,000 tested, 0.13% active | normalized activity (activation), % at 26.1 µM | AlphaScreen FBW7–phospho-cyclin E peptide binding, activator screen | AID 1259310; in the data active means normalized activity above about 1.9%;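 further: purified mutant Fbw7 with reduced substrate affinity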
Active calls of the source: *. Hits appear at their usual frequency; any-hit rate near 3.4%.

Molecule	MITF inh	GPR151 ag	TEAD-YAP inh	FBW7 act
CC1=NN(c2cccc(Cl)c2)C(=O)/C1=C\c1ccc(Cl)c([N+](=O)[O-])c1	-7	-1.0	-3	0.0
COC(=O)c1cccc(NC(=O)/C=C/c2cccc([N+](=O)[O-])c2)c1	1	0.2	6	0.0
COc1ccc(-c2c(C)nn3c(N)c(-c4ccc(Cl)cc4)cnc23)cc1	13	0.1	1	0.0
CCN(Cc1ccccc1)C(=O)c1c[nH]c2ccc(S(=O)(=O)N(C)c3ccc(Cl)cc3)cc2c1=O	-1	0.5	20	0.1
c1ccc(-c2nc3c4cnn(-c5ccccc5)c4ncn3n2)cc1	10	-1.1	-13	0.2
Cc1cc(C(=O)Nc2ccc(Br)c(Cl)c2)no1	1	-1.0	-40	0.5
Cn1c2c(c(=O)[nH]c1=O)C(NC(=O)c1ccco1)(C(F)(F)F)C(=O)N2 (stereo not given)	5	-0.4	12	-0.1
Cc1cc(Cl)ccc1N(CC(=O)NCCc1ccc(Cl)cc1)S(=O)(=O)c1ccccc1	2	1.0	10	0.0
O=C(CSc1nnnn1C1CCCCC1)NCCc1ccccc1	4	0.8	-7	0.1
CCOC(=O)CSc1nnc(C)c(=O)[nH]1	-1	0.1	3	0.0

Additional compounds follow:
Molecule	MITF inh	GPR151 ag	TEAD-YAP inh	FBW7 act
Cc1ccc(C)c(N2CCN(Cc3nnc(-c4ccc5c(c4)OCO5)o3)CC2)c1	2	0.1	-6	-0.1
CC(=O)n1nc(-c2ccco2)nc1SCc1ccccc1	4	4.4	-40	-0.1
CCOc1cc(/C=C2\SC(N)=NC2=O)ccc1OCC(=O)O	0	0.0	0	0.0
CCCc1nc(N)c(C#N)c(-c2ccco2)c1CC	-12	1.2	-12	0.0
CCOCc1nnc(NC(=O)Cc2ccc(Cl)cc2)s1	13	-0.5	-3	0.1
CC(=O)NCCC(=O)OC(C)C(=O)Nc1cccc(Cl)c1Cl (stereo not given)	-4	2.5	1	0.0
Cc1cc(C)cc(CC2CC(=O)N(c3ccccc3)C2=O)c1 (stereo not given)	6	0.7	7	0.0
CC1CCCN(CCCNc2c(-c3ccc(Cl)cc3)c(=O)c2=O)C1 (stereo not given)	-5	-0.7	4	-0.1
CC(C)(C)OC(=O)N1CCN(C(=S)NC(=O)c2ccccc2[N+](=O)[O-])CC1	-4	0.9	5	-0.1
O=C(Cc1ccc(F)cc1)Nc1cc([N+](=O)[O-])ccc1Cl	-3	1.0	0	0.6

More entries.
Molecule	MITF inh	GPR151 ag	TEAD-YAP inh	FBW7 act
Cc1cc(C(=O)N2CCc3ccccc32)no1	8	-2.8	0	0.2
N=c1sccn1CC(=O)Nc1ccccc1-c1ccccc1	-3	0.5	1	-0.1
CCOC(=O)N1CCC(N2C(=O)c3ccccc3C2Nc2cc(OC)ccc2OC)CC1 (stereo not given)	3	-0.9	0	-0.1
COc1ccc(C(=O)NCc2cnn(C)c2)cc1OC1CCN(C(C)C)CC1	5	0.3	9	-0.1
O=C(Nc1ccccc1N1C(=O)c2ccccc2C1=O)c1cc2nc(-c3cccs3)cc(C(F)(F)F)n2n1	10	1.6	-1	-0.1
CCC1CCCCN1C(=O)Nc1ccc(F)cc1 (stereo not given)	9	0.3	-8	1.1
CS(=O)(=O)N(CC(=O)Nc1ccc(CSc2ccccc2)cc1)c1cccc(F)c1	-2	-1.2	12	0.4
CCc1cccc(CC)c1NC(=O)C(CC)Sc1nc2ccsc2c(=O)n1Cc1ccccn1 (stereo not given)	4	-0.9	2	0.0
CSCC[C@H](NC(C)=O)C(=O)N1Cc2cc(C)ccc2OC(c2ccsc2)C1 (stereo not given in full)	6	-0.2	-4	0.4
Cc1ccccc1-n1c(N2CCOCC2)n[nH]c1=S	5	1.1	7	0.0

(cont.)
Molecule	MITF inh	GPR151 ag	TEAD-YAP inh	FBW7 act
CCOc1cc(/C=c2/sc3nc4ccccc4n3c2=O)ccc1OC	-8	1.2	-3	-0.2
COc1ccc(Br)cc1CN(C)C(=O)COc1ccccc1C#N	0	0.1	-8	0.0
NC(=O)CSc1nnc(-c2ccccc2O)n1-c1ccccc1	-1	0.3	9	-0.2
CSc1nnc2c(n1)OC(c1ccccc1C)N(C(C)=O)c1ccccc1-2 (stereo not given)	5	0.3	5	-0.1
O=C(NCc1nc(-c2ccccc2)no1)c1ccc(Cl)cc1	0	0.3	-13	0.0
COc1cc(Nc2cc(C)nc(NCCCN3CCCC3=O)n2)cc(OC)c1OC	14	2.6	-4	-0.1
CCc1ccccc1N(CC(=O)NCc1ccccc1C)S(C)(=O)=O	6	-0.6	2	0.3
COc1ccc(Cl)cc1C(=O)Nc1ccc(C(N)=O)cc1	-6	0.4	-12	0.1
COc1ccccc1NC(=O)c1c(NC(=O)c2cccs2)sc(-c2ccccc2)c1C	-3	-1.4	0	0.5
Cc1[nH]c2c(Cl)ccc(Cl)c2c1CCNC(=O)Cn1nc(-c2ccc(Cl)cc2)c2ccccc2c1=O	1	1.3	2	0.0

New compounds follow
Molecule	MITF inh	GPR151 ag	TEAD-YAP inh	FBW7 act
Cc1c(C(=O)Nc2ccc(S(=O)(=O)N3CCCCC3)cc2)cccc1[N+](=O)[O-]	4	0.1	-2	0.1
CC(=O)N1CCCn2c1nc1ccccc12	28	-0.1	11	-2.0
CN1CCN(C(=O)CN(c2ccccc2)S(=O)(=O)N(C)C)CC1	1	1.6	-5	-0.1
CCOC(=O)c1csc(NC(=O)c2ccc(C(=O)c3ccccc3)cc2)n1	16	-1.2	16	0.3
COc1ccc(CCNC(=O)COc2ccc(Cl)cc2)cc1OC	-7	0.1	2	0.1
CCCN(CCC)C(=O)c1cc2ccccc2cc1O	-5	-3.3	2	-0.1
O=C(Nc1cc(N2CCOCC2)ncn1)Nc1cccc2ccccc12	3	-0.6	-2	0.0
CSCC(C)N1CCC(n2nccc2NC(=O)c2ccc3c(c2)OCO3)CC1 (stereo not given)	7	-1.3	-4	0.0
COCCn1c(NC(=S)NC(=O)C2CC2)cc(=O)[nH]c1=O	-11	-0.2	-2	0.2
COc1ccc(C2C(=O)N(C3CCCCCC3)CC(=O)N2Cc2ccccc2)cc1 (stereo not given)	3	-1.0	-2	0.0

(list continues)
Molecule	MITF inh	GPR151 ag	TEAD-YAP inh	FBW7 act
CCCCc1nc2cc(NC(=O)NCC)c(C)nc2n1Cc1ccc(OC)cc1	25	-0.9	-66	0.1
O=C(COC(=O)/C=C/c1cccs1)Nc1ccc2c(c1)CCC2	-4	1.8	9	-0.1
CCN(CC)C(=O)c1cc2c(=O)oc3ccccc3c2s1	-10	-0.6	-4	-0.1
O=C(Nc1ccccc1F)c1ccc(N2CC3CC(C2)c2cccc(=O)n2C3)c([N+](=O)[O-])c1 (stereo not given)	-2	0.9	11	0.3
CC(=O)NC(=O)c1cc2cc(Br)ccc2oc1=Nc1ccc(-c2nc3ccc(C)cc3s2)cc1	9	-0.8	-15	0.2
CCN(CC)c1ccc(C2C(C(=O)OC)=C(C)NC3=C2C(=O)CCC3)cc1 (stereo not given)	1	1.0	6	0.1
Brc1ccc(CSc2nnc(-c3ccco3)o2)cc1	-2	0.9	-25	-0.1
COCCCN1C(=S)N(c2ccc(F)cc2)C(=O)C1CC(=O)Nc1ccccc1 (stereo not given)	-1	0.4	4	-0.1
CN1CCN(C(=O)c2cnc(N3CCN(c4ncccn4)CC3)c3ccccc23)CC1	22	-1.3	1	0.3
COc1ccc(NC(=O)c2ccc(CSc3ccc(Cl)cc3)cc2)cc1	1	0.7	0	0.1

Following part.
Molecule	MITF inh	GPR151 ag	TEAD-YAP inh	FBW7 act
Cc1ccc(CNC(=O)CN2CCN(Cc3cccc(C)c3)C2=O)cc1	2	0.7	5	-0.1
COc1cccc(C2CC(=O)N3C(=C2C#N)SCC3(O)c2ccc(OC)c(OC)c2)c1 (stereo not given)	-13	1.2	-12	-0.2
COc1ccccc1NC(=O)Nc1cc([N+](=O)[O-])cc([N+](=O)[O-])c1	-13	0.4	11	-0.1
COC(=O)c1sc(NC(=O)/C=C/c2ccco2)nc1C	-5	-0.4	11	0.0
Cc1cc(C)c2oc(=O)cc(CN3CC(C)OC(C)C3)c2c1 (stereo not given)	-5	-1.1	-14	0.0
CC[n+]1ccc(Cc2ccc([N+](=O)[O-])cc2)cc1	-7	2.4	3	0.1
Cn1c(=O)c2c(nc(SCC(=O)O)n2Cc2ccccc2Cl)n(C)c1=O	1	0.3	2	-0.4
CCc1ccc(/C=C2/SC(=S)NC2=O)cc1	2	0.4	-2	0.0
CC1=NN(c2cccc(C(=O)O)c2)C(=O)/C1=C\c1cc([N+](=O)[O-])ccc1N(C)C	14	-0.7	6	0.0
COC(=O)c1ccc(C(=O)Nc2ccc3c4c(cccc24)CC3)cc1	6	-0.4	-3	0.1

Remaining list, next part:
Results follow in this order: MITF inh	GPR151 ag	TEAD-YAP inh	FBW7 act
CCCOc1ccc(Br)cc1C1C(C(=O)OC(C)C)=C(C)Nc2nnnn21 (stereo not given)
 : -1	-0.1	13	0.1
COc1ccccc1OCCn1c(CO)nc2ccccc21
 : 1	0.9	-14	-0.2
CCCNC(=O)C1CCN(c2ccc(NC3CCN(Cc4ccccc4)CC3)nn2)CC1
 : 7	-0.6	-2	-0.1
O=C(Nc1ccc(-c2cc3ccccc3oc2=O)cc1)c1cc(Br)ccc1Cl
 : -3	-0.5	-28	0.3
Fc1ccc(CSc2nc(Nc3ccc4c(c3)OCO4)c3ccccc3n2)cc1
 : 16	0.5	1	0.1
O=C(NC(=S)Nc1cc(-c2nc3ccccc3s2)ccc1Cl)c1ccco1
 : -6	-0.9	-74	0.1
O=C(NCCOc1ccccc1)c1ccnc(-c2ccccc2)c1
 : -6	-0.2	-11	0.0
O=C(Nc1cccc(-c2nc3cc(Cl)ccc3o2)c1)c1cccc(F)c1
 : 3	-0.4	1	0.0
N#Cc1c(NC(=O)C(=O)NCc2ccncc2)sc2c1CCCC2
 : 4	0.4	-7	-0.1
COCCN(C1CCN(C)CC1)S(=O)(=O)c1ccccc1
 : 10	-0.1	9	0.0
CCc1ccc(C(=O)N2CCN3C(=O)[C@@H]4CCCN4C(=O)[C@H]3C2)cc1
 : 9	1.5	1	0.3
COc1cccc(OC(=O)c2cc3cc([N+](=O)[O-])cc(OC)c3oc2=O)c1
 : -1	-0.4	-6	-0.1
CCCOc1ccc(C(CC(=O)O)NC(=O)Cc2ccccc2)cc1 (stereo not given)
 : 1	-1.0	0	0.7
Cc1ccc(NC(=S)N2CCC(N(C)CC3CCCO3)CC2)c(C)c1 (stereo not given)
 : 4	-0.6	7	-0.1
CNC(=O)C(=O)NCCOc1ccccc1
 : 15	1.9	5	0.1

An excerpt from above in order of formula weight, descending:
Results follow in this order: MITF inh	GPR151 ag	TEAD-YAP inh	FBW7 act
CCCOc1ccc(Br)cc1C1C(C(=O)OC(C)C)=C(C)Nc2nnnn21 (stereo not given)
 : -1	-0.1	13	0.1
O=C(NC(=S)Nc1cc(-c2nc3ccccc3s2)ccc1Cl)c1ccco1
 : -6	-0.9	-74	0.1
CCc1ccc(C(=O)N2CCN3C(=O)[C@@H]4CCCN4C(=O)[C@H]3C2)cc1
 : 9	1.5	1	0.3
COCCN(C1CCN(C)CC1)S(=O)(=O)c1ccccc1
 : 10	-0.1	9	0.0
COc1ccccc1OCCn1c(CO)nc2ccccc21
 : 1	0.9	-14	-0.2

In a second layout: entries from further up.
N#Cc1c(NC(=O)C(=O)NCc2ccncc2)sc2c1CCCC2
  MITF inh: 4; GPR151 ag: 0.4; TEAD-YAP inh: -7; FBW7 act: -0.1

COCCN(C1CCN(C)CC1)S(=O)(=O)c1ccccc1
  MITF inh: 10; GPR151 ag: -0.1; TEAD-YAP inh: 9; FBW7 act: 0.0

Other records:
Results follow in this order: MITF inh	GPR151 ag	TEAD-YAP inh	FBW7 act
CCOC(=O)c1cnc2ccc(OCC)cc2c1NC(C)C
 : 1	0.3	16	1.0
CN(Cc1ccc2nccnc2c1)C(=O)CC1(c2ccccc2Cl)CC(=O)N(C)C1=O (stereo not given)
 : 1	-0.2	-16	0.0
CCOCCCNCc1ccc(OC(C)C)c(OC)c1
 : 40	-1.3	9	0.4
O=C(O)Cc1ccc(NC(=O)c2cccnc2C(=O)O)cc1
 : 51	-0.9	9	-0.6
COc1ccc(/C(C)=N/N2CCN(C)CC2)c(O)c1
 : 31	0.1	-2	0.0
Fc1cccc(C(=S)Oc2ccccc2)c1
 : -5	-0.4	0	0.0
O=C(O)C1CSC(c2ccc(OCc3ccc(Cl)cc3Cl)cc2)N1 (stereo not given)
 : 12	-1.1	-39	0.6
C=CCOc1ccccc1CN1CCC(n2nccc2NC(=O)c2ccccc2OC)CC1
 : -6	-0.4	1	-0.1
CCCCCN(C(=O)NC(=O)Nc1ccccc1OCC)S(=O)(=O)c1ccc(C)cc1
 : 6	0.8	-3	-0.1
COc1cccc(NC(=S)NC(=O)c2ccc(F)cc2)c1
 : 12	-0.6	-58	0.2
COc1ccc2c(=O)c(-c3ccc4c(c3)OCCO4)coc2c1
 : 8	-0.7	-67	0.1
COC(=O)CNC(=O)c1cn(-c2ccc(C)c(C)c2)c(=O)c2ccccc12
 : 8	1.6	14	-0.2
COc1ccccc1OCC(=O)Nc1nonc1NC(=O)COc1ccccc1OC
 : 22	1.3	10	0.0
Cc1ccccc1NC(=O)Nc1ccnn1C1CCN(C2CSCCSC2)CC1
 : 5	1.5	-6	-0.1
CCN(CC)CCNC(=O)C(=O)NCC1OCCN1S(=O)(=O)c1ccc(Cl)cc1 (stereo not given)
 : -18	-1.7	-5	-0.2
CCN(CC)c1ccc(NC(=O)CCN2C(=O)c3ccccc3C2=O)cc1
 : 13	1.0	3	-0.1
C[N+](C)(CCCC(=O)c1ccc(C(=O)CCC[N+](C)(C)Cc2ccccc2Cl)cc1)Cc1ccccc1Cl
 : -13	5.8*	3	0.1

High-throughput results: PubChem BioAssay, The Scripps Research Institute Molecular Screening Center
